Screening results (PubChem BioAssay)
SARS 3CLpro inh = SARS-CoV 3CLpro protease inhibition | inhibition, % at 6 µM | recombinant SARS-CoV 3CLpro, quenched FRET peptide cleavage | AID 1706 | 290,000 compounds, 0.14% hits | P0C6X7; in the data active = inhibition above about 12%
BioA inh = blocks M. tuberculosis BioA enzyme activity; 360,000 compounds, 0.096% hits; AID 602481; purified M. tuberculosis BioA enzyme, plate reader; inhibition, % at 9.99 µM; in the data active = inhibition above about 40%
FBA Mtb inh = inhibitors of M. tuberculosis fructose-bisphosphate aldolase. P9WQA3. purified M. tuberculosis FBA, fluorescence read-out. inhibition, % at 1 µM. 360,000 compounds, 2.3% hits; in the data active = inhibition above about 27%;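 also: 0% = vehicle and 100% = reference inhibitor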
UGM FP inh = blocks M. tuberculosis UGM enzyme; inhibition, % at 10 µM; purified UGM, fluorescence polarization probe displacement; 320,000 compounds, 0.06% hits; P9WIQ1; in the data active = inhibition above about 10%, passing the limit was not always enough
Target sequence (P9WIQ1 whole entry, looked up): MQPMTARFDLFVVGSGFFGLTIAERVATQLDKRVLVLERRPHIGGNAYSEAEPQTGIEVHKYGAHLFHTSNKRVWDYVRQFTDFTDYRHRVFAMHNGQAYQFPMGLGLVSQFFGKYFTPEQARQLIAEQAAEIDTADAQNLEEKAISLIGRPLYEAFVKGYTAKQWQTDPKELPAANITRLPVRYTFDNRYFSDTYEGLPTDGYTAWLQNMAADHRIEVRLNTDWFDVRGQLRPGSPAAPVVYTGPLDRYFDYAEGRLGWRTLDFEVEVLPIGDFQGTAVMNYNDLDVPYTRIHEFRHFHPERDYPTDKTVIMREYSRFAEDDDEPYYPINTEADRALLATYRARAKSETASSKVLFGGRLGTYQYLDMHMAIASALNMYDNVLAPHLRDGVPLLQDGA
MazEF act = MazEF (E. coli) toxin RNase activation; FAM/BHQ RNA-DNA oligo cleavage fluorescence, 5 h; activation, % at 20 µM; 350,000 compounds, 0.32% hits; AID 504720; in the data active = activation above about 50%
Target sequence (P0AE70 whole entry, looked up): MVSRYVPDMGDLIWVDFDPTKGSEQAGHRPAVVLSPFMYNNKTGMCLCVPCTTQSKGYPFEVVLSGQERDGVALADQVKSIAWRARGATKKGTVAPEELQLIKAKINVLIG
PriA SSB inh = inhibitors of Klebsiella pneumoniae PriA binding to SSB C-terminal tail; AlphaScreen SSBct-PriA binding, biotinylated peptide; inhibition, % at 33 µM; 430,000 compounds, 0.6% hits; AID 1272365; in the data active = inhibition mostly above about 37%, no sharp cut-off; inactive = mostly below about 20%;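 also: plate controls were negative control peptide for no effect and reference peptide for full effect; strong numbers were not always called active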
Rv3671c inh = inhibits the M. tuberculosis serine protease Rv3671c. 320,000 compounds, 0.048% hits. inhibition, % at 5.96 µM. AID 2606; in the data active = inhibition above about 38%;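 also: extracellular domain of Rv3671c used as enzyme; 0% = enzyme with DMSO and 100% = no enzyme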
Target sequence (P9WHR9 whole entry, looked up, the tested form may be a part): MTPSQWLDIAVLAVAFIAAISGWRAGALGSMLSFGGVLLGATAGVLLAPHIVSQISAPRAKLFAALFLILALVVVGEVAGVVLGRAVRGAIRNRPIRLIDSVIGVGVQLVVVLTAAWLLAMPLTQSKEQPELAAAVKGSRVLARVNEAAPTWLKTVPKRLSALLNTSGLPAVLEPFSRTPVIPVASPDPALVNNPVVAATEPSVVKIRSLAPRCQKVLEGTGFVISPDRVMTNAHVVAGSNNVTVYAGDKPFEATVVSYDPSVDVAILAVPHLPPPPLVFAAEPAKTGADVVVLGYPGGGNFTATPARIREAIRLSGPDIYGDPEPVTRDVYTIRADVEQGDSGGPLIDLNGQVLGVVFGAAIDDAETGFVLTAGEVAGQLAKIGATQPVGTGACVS
DUSP3 inh = inhibitors of human VHR1 phosphatase (DUSP3); P51452; recombinant VHR phosphatase, pNPP absorbance; inhibition, % at 13.3 µM; 290,000 compounds, 0.52% hits; in the data active = inhibition above about 50%; also: some compounds called inactive have numbers as strong as hits
Vc quorum ag = induces V. cholerae light production without autoinducers; V. cholerae BH1578 lux reporter, luminescence, 6 h; activation, % at 18.7 µM; 350,000 compounds, 0.16% hits; in the data active = activation mostly above about 9.7%, no sharp cut-off; also: not every result past the cut was called active; inactives centre near 0; reference of the scale not given here
GDH-TPI inh = counter-screen for M. tuberculosis FBA inhibitors: GDH-TPI coupled enzymes; GDH-TPI coupled enzyme counterscreen, NADH absorbance; inhibition, % at 4.8 µM; 360,000 compounds, 1.2% hits; AID 588335; in the data active = inhibition above about 30%;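 also: 0% = DMSO wells and 100% = wells lacking the enzyme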
Starred values were filed as active, the others as inactive; i = inactive; nt = not tested or not shown.

SMILES	SARS 3CLpro inh	BioA inh	FBA Mtb inh	UGM FP inh	MazEF act	PriA SSB inh	Rv3671c inh	DUSP3 inh	Vc quorum ag	GDH-TPI inh
C#CCOCCOCCOCCNc1nc(N2CCN(C(=O)C([C@@H](C)O)n3cc([C@@H](N)CCCCN)nn3)CC2)nc(N2CCN(C(=O)[C@H](CC(N)=O)n3cc([C@@H](N)C(C)C)nn3)CC2)n1 (some centres not stated)	nt	-1.2	0	-4.4	12	-1	-4	nt	i	-6
O=C(CCc1nnc(CCCCc2ccccc2)o1)NC(c1cccnc1)C(F)(F)F (configuration not stated)	-3	nt	2	0.6	6	-11	-6	-4	0.9	-6
CCOC(=O)c1c(NC(=O)CSc2nc3ccc(C)cc3[nH]2)sc2c1CC(C)(C)NC2(C)C	nt	8.4	-2	5.4	7	16	-11	nt	i	5
Cc1ccccc1CC1(CO)CCCN(C(=O)c2ccc3ncccc3c2)C1 (configuration not stated)	0	13	3	-0.5	5	-9	11	20	-0.3	-1
COc1cc(OC)c(OC)cc1C#N	2	-1.6	-1	-0.1	-10	-12	0	21	-0.4	0
CCCc1cnc(Nc2nc(C(N)Cc3ccc(OC)cc3)cs2)nc1 (configuration not stated)	nt	-1.5	-2	nt	nt	nt	nt	nt	-4.0	9
COc1ccc(-c2cc(C(F)(F)F)n3nc(C(=O)N4CCCC4)cc3n2)cc1	2	-1.5	0	1.3	11	1	1	-1	-0.9	3
CCc1ccc(-c2nn(-c3ccccc3C)cc2C(=O)N2CCN(C3CCS(=O)(=O)C3)CC2)cc1 (configuration not stated)	nt	-0.8	-1	0.8	0	-6	-4	nt	i	-7
CCc1nc2oc3ccccc3c(=O)c2c(=O)n1-c1ccc(C)cc1	4	0.3	-1	-1.4	-8	-5	1	16	-0.6	5
O=C(Oc1c(-c2ccccc2)c(=O)n2c3c(cccc13)CC2)c1cccc([N+](=O)[O-])c1	7	-1.4	3	0.5	6	-7	-2	16	-0.3	2
Cc1csc(NC(=O)C2CCN(S(=O)(=O)c3ccc4c(c3)oc(=O)n4C)CC2)n1	-2	2.0	5	2.6	2	-7	4	36	-0.3	3
Cc1ccc(N=Cc2nc(/C=C/c3cccc([N+](=O)[O-])c3)oc2O)cc1	1	-2.1	2	-1.6	21	-5	-4	33	i	-1
O=C(O)c1ccc(CSc2n[nH]c(-c3ccco3)n2)cc1	5	nt	1	-3.8	2	-4	-1	-4	-0.4	6
COc1ccc(CNC(=O)C2CCN(S(=O)(=O)c3ccc4nc5c(c(C(=O)O)c4c3)CC(C)CC5)CC2)cc1 (configuration not stated)	-3	0.2	3	2.7	1	-1	-10	6	-0.2	13
Clc1ccc(CSc2nnc(-c3ccncc3)o2)c(Cl)c1	-1	0.0	-3	-4.9	-7	-17	0	49	-0.8	9
CN(CCc1ccccc1)C(=O)c1ccc(NC(=O)Cc2ccc(NC(=O)C3CCCN(C(=O)C4CCCC4)C3)cc2)cc1 (configuration not stated)	nt	1.4	0	nt	-4	-3	nt	nt	i	10
Cc1cc(NS(=O)(=O)c2ccc(NC(=O)Nc3ccccc3)cc2)no1	1	nt	-2	1.6	8	-6	0	0	-0.4	-2
COc1cc2c(cc1OC)-c1cc(N3CCCCCC3)nc(=O)n1CC2	-3	nt	14	-0.3	9	0	3	-8	-1.2	46*
CCCc1cc(NCc2ccccn2)n2c(nc3ccccc32)c1C#N	1	nt	50*	3.8	29	3	2	18	i	4
O=C(NC12CC3CC(CC(C3)C1)C2)c1cc2nc(-c3ccco3)cc(C(F)(F)F)n2n1	0	-3.9	1	nt	10	-6	-1	-23	0.5	14
COC(=O)c1cccc(CN2C(=O)C(C)Sc3ccc(C)cc32)c1 (configuration not stated)	nt	0.6	-3	nt	nt	nt	nt	nt	3.0	10
CC(=O)c1ccc(NC(=O)COc2ccccc2C(=O)Nc2ccc(C)cn2)cc1	0	0.3	-3	-0.5	-26	-14	0	2	-0.5	3
CN(Cc1ccc(F)cc1)C(=O)CN1CCN(S(=O)(=O)c2ccc3c(c2)OCCCO3)CC1	nt	0.5	1	nt	10	nt	nt	nt	-4.5	-1
CCN(CC)CCN(Cc1cc2cc3c(cc2[nH]c1=O)OCO3)C(=S)NCCCN(C)C	-1	-0.4	35*	2.5	8	7	-3	52*	i	30
CCOC(=O)C1CCN(C(=O)CNC(=O)Cn2c(C)cc3ccccc3c2=O)CC1	0	-0.7	7	5.8	13	-1	3	15	-4.8	12
SMILES	SARS 3CLpro inh	BioA inh	FBA Mtb inh	UGM FP inh	MazEF act	PriA SSB inh	Rv3671c inh	DUSP3 inh	Vc quorum ag	GDH-TPI inh
CCC1CCCCN1C(=O)c1nn2cccnc2c1Cl (configuration not stated)	-1	2.3	0	2.8	9	-14	2	8	i	9
CCC1(O)CC(c2ccccc2)=NN1C(=O)c1ccccc1F (configuration not stated)	nt	-1.4	-1	0.8	4	-18	1	nt	i	-4
Cc1cc(=O)[nH]c2c1c(C)nn2C1CCOC(C)(C)C1 (configuration not stated)	3	-1.2	-2	-2.4	-11	-11	2	17	i	9
Cc1ccc(C2=NN(C(=O)CCCC(=O)O)C(c3ccc4c(c3)OCO4)C2)cc1 (configuration not stated)	8	1.7	-3	-0.5	-2	-7	-4	-12	i	3
COc1ccc(C2C(C#N)=C(N)Oc3n[nH]c(C)c32)cc1Cn1nc(C)c([N+](=O)[O-])c1C (configuration not stated)	-8	2.2	6	1.0	0	9	-3	6	7.1	6
CN(C(=O)c1cccc(NC(=O)Cc2ccc([N+](=O)[O-])cc2)c1)C1CCC1	nt	-0.5	1	-0.1	-3	4	-4	nt	-11	6
CC(=O)c1ccc(OCC(=O)N2CCCC2c2ccc3c(c2)OCCCO3)cc1 (configuration not stated)	nt	nt	3	1.8	2	-6	4	nt	nt	14
Nc1cccc(-n2cccc2)c1	6	nt	-5	-0.8	4	1	-3	10	-0.3	3
Cc1cnc2ncc3sccc3c2c1	4	nt	2	2.4	6	-13	5	2	i	3
O=C1[C@@H]2[C@@H]3C[C@@H]([C@H]4ON=C(c5ccc(Cl)cc5)[C@@H]34)[C@@H]2C(=O)N1C1CCCCC1	2	nt	0	-2.2	2	-1	-8	17	i	4
COc1cccc(Nc2ncnc3ccccc23)c1	-2	3.1	-1	-1.3	1	10	4	19	-7.1	21
O=C(c1cc(-c2ccc3c(c2)OCO3)on1)N1CCN(c2ccccc2)CC1	0	-1.2	-1	-4.7	2	0	-4	7	-0.7	-1
CS(=O)(=O)N1CCC(C(=O)Nc2cc(Cl)ccc2Cl)CC1	0	nt	2	0.6	-2	-10	0	9	-0.4	-4
O=C(NNS(=O)(=O)c1ccc(Cl)cc1)c1cc(-c2ccccc2)nc2ccccc12	4	-0.1	-4	-1.3	-1	2	-4	-2	0.4	14
COc1cccc(-c2cnc(C(O)c3ccc(Cl)c(F)c3)[nH]2)c1 (configuration not stated)	nt	1.6	1	nt	nt	nt	nt	nt	0.9	5
COc1cc(C(c2nnnn2C(C)(C)C)N2CCN(C)CC2)cc(OC)c1OC (configuration not stated)	-1	0.8	3	-0.8	1	-3	-5	3	-0.5	-2
CC(=O)Nc1ccc(NC(=O)C(C)OC(=O)c2ccc3c(c2)OCCO3)cc1 (configuration not stated)	0	0.1	4	-2.0	12	-15	-1	13	i	4
O=C(N/N=C/c1ccc(Cl)cc1)c1ccc2nc[nH]c2c1	nt	3.4	-2	nt	10	nt	nt	nt	-0.6	6
O=C(Oc1ccc(/C=N/NC(=O)c2ccccn2)cc1)c1cccc(F)c1	1	-0.2	0	-0.3	-23	nt	10	10	-0.2	-1
Nn1c(SCC(=O)NCCC2=CCCCC2)nnc1C1CCCCC1	-3	-0.8	-2	-0.1	-4	-4	-11	3	-2.9	-8
CCOc1ccc(-c2noc(-c3ccncc3)n2)cc1OCC	5	-2.4	0	1.6	-6	-3	-4	-13	-1.3	7
O=C(Nc1cccc(O)c1)c1ccc2c(c1)C(=O)N(Cc1ccco1)C2=O	6	0.2	1	-1.4	8	9	-3	18	nt	-3
COc1ccc(Sc2ccc(-c3nc4cnccn4c3NC3CCCCC3)cc2OC)cc1	nt	-1.8	5	-0.9	-11	1	-12	nt	i	11
Cc1ccc(O)c(N=Nc2ccc(S(=O)(=O)N3CCCC3)cc2)c1	0	-2.1	0	0.8	9	22	8	1	i	4
Cn1nc(C(=O)OCC(=O)Nc2ccc(S(N)(=O)=O)cc2)c2ccccc2c1=O	3	nt	-2	0.8	4	-2	-6	-3	-0.6	1

As a working copy, some entries already given:
SMILES	SARS 3CLpro inh	BioA inh	FBA Mtb inh	UGM FP inh	MazEF act	PriA SSB inh	Rv3671c inh	DUSP3 inh	Vc quorum ag	GDH-TPI inh
COc1ccc(Sc2ccc(-c3nc4cnccn4c3NC3CCCCC3)cc2OC)cc1	nt	-1.8	5	-0.9	-11	1	-12	nt	i	11
Cc1ccc(O)c(N=Nc2ccc(S(=O)(=O)N3CCCC3)cc2)c1	0	-2.1	0	0.8	9	22	8	1	i	4
Cn1nc(C(=O)OCC(=O)Nc2ccc(S(N)(=O)=O)cc2)c2ccccc2c1=O	3	nt	-2	0.8	4	-2	-6	-3	-0.6	1

Quoted at random: three compounds from above
SMILES	SARS 3CLpro inh	BioA inh	FBA Mtb inh	UGM FP inh	MazEF act	PriA SSB inh	Rv3671c inh	DUSP3 inh	Vc quorum ag	GDH-TPI inh
CCOc1ccc(-c2noc(-c3ccncc3)n2)cc1OCC	5	-2.4	0	1.6	-6	-3	-4	-13	-1.3	7
COc1cc(OC)c(OC)cc1C#N	2	-1.6	-1	-0.1	-10	-12	0	21	-0.4	0
Cc1ccccc1CC1(CO)CCCN(C(=O)c2ccc3ncccc3c2)C1 (configuration not stated)	0	13	3	-0.5	5	-9	11	20	-0.3	-1

Additional structures.
SMILES	SARS 3CLpro inh	BioA inh	FBA Mtb inh	UGM FP inh	MazEF act	PriA SSB inh	Rv3671c inh	DUSP3 inh	Vc quorum ag	GDH-TPI inh
COc1cc(/C=N/NC(=O)c2cccs2)ccc1O	2	-2.2	1	-2.9	3	nt	-5	5	0.0	14
Cc1cc(C(=O)N/N=C/c2cc([N+](=O)[O-])ccc2O)c2ccccc2n1	2	nt	-6	0.0	3	nt	8	2	-0.3	6
CC(C)n1c(=O)c(C=Nc2ccc(Br)cc2)c(O)n(Cc2ccco2)c1=O	1	nt	1	2.6	-22	-7	-5	-7	-0.2	7
CC(=O)NC(c1ccccc1)c1nc(-c2cc(F)cc(F)c2)cs1 (configuration not stated)	nt	-0.1	2	nt	nt	nt	nt	nt	-0.6	13
Cc1c(Cl)c(C(=O)NC2CCCC2)nn1C	2	nt	-1	0.7	-6	-6	-2	25	-2.5	-2
O=C(CN1CCN(Cc2ccccc2)CC1)Nc1nnc(C(F)(F)F)s1	-3	-1.7	3	3.4	2	0	-4	14	-0.6	22

These rows are one share of the data, so the mix of outcomes need not match the whole.
